697 NFkB inh – lowers PMA/ionomycin-induced NF-kB signal in 697 B cells. AID 435022. inhibition, % at 4 µM. 330,000 tested, 0.33% active. 697 B-cell NF-kB luciferase reporter, 16 h; in the data active means inhibition above about 35%
APJ agonist – APJ receptor agonism; P35414; CHO-K1 APJ PathHunter beta-arrestin, luminescence; 0% DMSO wells, 100% apelin; activation, % at 20 µM; 330,000 tested, 0.11% active; AID 2520;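 active means activation more than six SD over the plate average, tested at 20 µM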;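 further: 0% = DMSO alone and 100% = apelin-13 at 10 nM; some results filed as inactive read as strong as hits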
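Assay system – PathHunter CHO-K1 APJ (AGTRL-1) beta-arrestin reporter cells · Compound – one dose, 20 µM compound, 1% DMSO · Timing – compound 90 min 25 °C, reagent 1 h · Measured by – luminescence from split beta-galactosidase complementation, Galacton Star/Emerald II substrate · Measure – beta-arrestin recruitment to APJ as agonist activity, luminescent signal · Benchmarks – DMSO vs Apelin-13 10 nM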
CHOP UPR activ – activators of apoptotic arm of unfolded protein response (CHOP); CHO-CHOP luciferase reporter, UPR activation, luminescence; percent of tunicamycin response over DMSO baseline; 330,000 tested, 0.34% active; activation, % at 10 µM;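 active means at 10 µM dose, activation of 40% or more, normalized to positive control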;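 further: 100% = tunicamycin at 10 µg/mL and 0% = DMSO alone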
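Evaluation: % reporter activation, DMSO baseline versus tunicamycin full activation; System: CHO-CHOP luciferase reporter cell line; Input: 500 cells/well; Incubation: 6 h compound treatment, 37 °C; Measured by: Steady-Glo luciferase luminescence; Dosing: one dose, 10 µM in 0.5% DMSO; Buffer or medium: F12 medium, 10% FBS; Benchmarks: positive tunicamycin 10 µg/mL, negative DMSO alone.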
UPR XBP1 act – adaptive UPR (XBP1) activation; 330,000 tested, 0.33% active; AID 463104; CHO-XBP1 luciferase reporter, IRE1-XBP1 UPR activation, luminescence; percent of tunicamycin response, DMSO as zero; activation, % at 20 µM;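 active means versus positive control, 20 µM dose yields 30% or more activation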;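 further: 100% = tunicamycin at 10 µg/mL and 0% = DMSO only wells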
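Test system: CHO-XBP1 luciferase reporter cells | Buffer or medium: Serum-containing F12 medium, 10% FBS | Schedule: 6 h compound exposure at 37 °C, 5% CO2 | Detection: Steady-Glo luciferase glow luminescence, 10 min after reagent addition | Read-out basis: Activation, % of tunicamycin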
APJ antagonist – antagonists of human APJ apelin receptor; CHO-K1 APJ beta-arrestin complementation, luminescence; inhibition, % at 20 µM; 330,000 tested, 0.32% active; AID 2521;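 active means inhibition above about 40% at 20 µM, limit read from the data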;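 further: cells challenged with 10 nM apelin-13 agonist together with compound; plate controls were apelin-13 plus DMSO wells for no effect and DMSO wells lacking apelin-13 for full effect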
Jurkat NFkB inh – inhibitors of the PMA/ionomycin-induced NF-kB reporter in Jurkat cells. inhibition, % at 4 µM. PMA/ionomycin-induced NF-kB luciferase reporter, luminescence. AID 435003. 330,000 tested, 0.53% active; in the data active means inhibition above about 50%
Mdm2 MdmX PPI – human Mdm2/MdmX binding inhibition; 330,000 tested, 3% active; SaOS-2 split-luciferase Mdm2/MdmX complementation, luminescence; AID 485346; O15151+Q00987; inhibition, % at 8 µM;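 active means inhibition of at least 50% at 8 µM in the primary screen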
Target sequence (O15151 whole entry, looked up): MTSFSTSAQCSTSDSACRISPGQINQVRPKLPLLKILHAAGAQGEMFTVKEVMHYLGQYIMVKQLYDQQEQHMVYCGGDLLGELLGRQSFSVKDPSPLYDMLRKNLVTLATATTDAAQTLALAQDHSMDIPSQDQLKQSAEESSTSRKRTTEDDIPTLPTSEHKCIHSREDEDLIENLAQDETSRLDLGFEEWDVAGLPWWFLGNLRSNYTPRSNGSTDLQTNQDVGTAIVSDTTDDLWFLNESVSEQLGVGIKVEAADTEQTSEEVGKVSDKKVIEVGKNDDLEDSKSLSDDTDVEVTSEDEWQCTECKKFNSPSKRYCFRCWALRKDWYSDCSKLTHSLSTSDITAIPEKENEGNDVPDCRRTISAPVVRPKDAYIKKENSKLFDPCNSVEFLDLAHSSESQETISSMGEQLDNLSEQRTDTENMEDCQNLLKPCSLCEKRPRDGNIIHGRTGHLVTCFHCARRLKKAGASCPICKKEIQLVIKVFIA
Target sequence (Q00987 whole entry, looked up): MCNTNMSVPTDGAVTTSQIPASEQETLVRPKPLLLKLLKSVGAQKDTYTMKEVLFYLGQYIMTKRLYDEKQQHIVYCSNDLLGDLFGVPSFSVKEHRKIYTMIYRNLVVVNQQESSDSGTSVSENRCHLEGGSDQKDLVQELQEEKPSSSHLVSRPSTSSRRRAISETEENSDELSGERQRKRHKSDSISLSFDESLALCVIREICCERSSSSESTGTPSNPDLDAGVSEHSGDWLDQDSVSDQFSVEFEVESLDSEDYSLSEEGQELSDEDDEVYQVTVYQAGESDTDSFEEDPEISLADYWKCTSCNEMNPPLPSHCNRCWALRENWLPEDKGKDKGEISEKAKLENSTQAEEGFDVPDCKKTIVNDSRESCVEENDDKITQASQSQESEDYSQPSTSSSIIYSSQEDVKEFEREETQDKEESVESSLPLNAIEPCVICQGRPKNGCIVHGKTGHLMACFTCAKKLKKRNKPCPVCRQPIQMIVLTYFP
tim23-1 inh – inhibits growth of tim23-1 mutant yeast. inhibition, % at 20 µM. 330,000 tested, 1.3% active. S. cerevisiae tim23-1 growth, BacTiter-Glo luminescence, 24 h;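 active means growth inhibition of the mutant yeast at or above 50%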;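 further: temperature-sensitive mutant grown at 25 °C; plate controls were DMSO-treated mutant yeast for no effect and medium wells lacking yeast for full effect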
* marks the source's active call; other numbers are inactive results.

Fields: 697 NFkB inh, APJ agonist, CHOP UPR activ, UPR XBP1 act, APJ antagonist, Jurkat NFkB inh, Mdm2 MdmX PPI, tim23-1 inh
- CC1CCCC(NC(=O)CN(C)CC(=O)Nc2cccc(F)c2)C1C (centres undefined)
 : 12, -4, 2.1, -2, -3, -1, 5, 6
- Cc1[nH]c2ccccc2c1/C=N/NC(=O)c1cccc(S(=O)(=O)Nc2ccccc2Cl)c1
 : 9, -1, -0.1, -1, -4, 10, -1, 6
- O=C(COC(=O)c1ccc[nH]c1=O)NCCCc1ccccc1
 : 6, -3, 0.8, 0, -2, 4, -17, 15
- CCC(=O)Nc1ccccc1Oc1ccccc1
 : 0, -4, 2.1, 1, 9, -11, 26, 6
- Cc1ccc2cc3c(NC(=O)C(C)C)nn(C)c3nc2c1
 : 19, -5, -2.1, 0, 8, 6, 16, 21
- O=[N+]([O-])c1ccccc1/C=N\N1CCN(Cc2ccccc2Cl)CC1
 : -2, -2, 2.1, -1, 4, -14, -18, 33
- CC(OC(=O)c1cc2c(s1)CCCCC2)C(=O)NC(N)=O (centres undefined)
 : -3, -2, 5.6, 1, 10, -1, -28, 14
- COc1ccc(C)cc1NC(=O)CN1c2cccc3cccc(c23)S1(=O)=O
 : -4, 0, -1.1, 4, -9, 1, 6, 10
- CCn1nc(NC(=O)c2ccccn2)c2cc3cccc(C)c3nc21
 : -3, -2, 1.0, -1, 13, -4, -5, 7
- COc1ccc(OC)c(NC(=O)CSc2nnc(Cn3c(=O)sc4ccccc43)n2C)c1
 : -3, 1, 1.1, -1, 12, 5, 9, 15
- Cc1ccc(NC(=O)c2cc3c(s2)CCC3)cc1S(=O)(=O)N1CCOCC1
 : -4, 1, 2.5, 1, 3, 11, 14, 30
- CC1Cc2ccccc2N1C(=O)Cn1cc([N+](=O)[O-])cn1 (centres undefined)
 : -5, 0, -1.2, -5, 14, 6, 6, 1
- CCOC(=O)Cc1csc(NC(=O)CCCc2ccccc2)n1
 : -53, 2, -1.9, -7, -30, -10, -24, 21
- O=C(c1cccs1)N1CCN(c2ccc(F)cc2)CC1
 : 18, -2, 0.3, -3, -1, -5, 5, 3
- O=C(Nc1ccccc1C(=O)NC(Cc1c[nH]c2ccccc12)C(=O)O)c1ccccc1 (centres undefined)
 : 10, -2, -0.6, -2, 10, -8, 15, 10
- COc1cccc(CNC(=O)CSCC(=O)Nc2ccc(C)cc2)c1
 : 17, 4, 1.0, -3, -62, 13, 7, 9
- CC(=O)c1ccc(S(=O)(=O)N2CCN(CCOc3ccccc3)CC2)cc1
 : 16, -2, -0.1, 1, 5, -9, -9, 4
- O=C(Nc1ccc(Cl)cc1)c1ccc2c(c1)S(=O)(=O)c1ccccc1C2=O
 : 25, 18, 4.8, 15, -8, -2, 35, -9
- CC1Sc2ccc(S(=O)(=O)CCC(=O)NCc3ccccc3Cl)cc2NC1=O (centres undefined)
 : -1, -3, -0.4, -4, -44, 7, 6, 5
- O=C(CCCN1C(=O)/C(=C/c2ccc(F)cc2)SC1=S)NCCCn1ccnc1
 : 0, 7, 3.5, -7, 13, 6, 7, 12
- Cn1cc(Br)c(C(=O)NNC(=O)Nc2ccccc2C(F)(F)F)n1
 : 25, -2, -2.6, -2, -2, -4, 18, -4
- CCOC(=O)C(CC)n1cnc2sc3c(c2c1=O)CCC3 (centres undefined)
 : -9, -4, -1.5, -6, 6, -5, 23, 26
- CCOC(=O)Cc1[nH]nc2c1C(c1cccc(OC)c1OC)C(C#N)=C(N)O2 (centres undefined)
 : -8, 2, 1.2, -1, 1, 3, -8, 8
- CC(C)(C)C1=C(C#N)C(c2ccc3c(c2)OCO3)C(C#N)=C(N)O1 (centres undefined)
 : -14, 0, -1.6, -7, -10, -7, -16, 29
- Cc1ccc(Oc2ccc(S(=O)(=O)N3CCOCC3)cc2C(N)=O)cc1C
 : -2, 4, -0.8, -1, -47, 5, 11, 9
- Cc1ccc(C)c(OCc2ccc(C(=O)NN)o2)c1
 : 46*, 3, 0.8, -1, 2, -6, 21, 17
- CC(NC(=O)C1CCN(C(=O)Nc2ccccc2)CC1)c1ccccc1 (centres undefined)
 : 17, -4, -1.6, 1, 1, 1, 17, 8
- Cc1cccc(NC(=O)c2cccc(C(F)(F)F)c2)c1
 : -9, -9, 3.5, 6, 10, -16, -35, 30
- Cc1ccc(C(=O)Nc2cccnc2Cl)cc1Cl
 : 4, -3, 2.4, 6, -2, -82, -20, 16
- Cn1c2ccccc2c2nnc(SCCN3CCOCC3)nc21
 : -16, -4, 1.3, 10, 17, -14, -4, -1
- O=C(CCOc1ccccc1)Nc1ccnn1C1CCN(Cc2ccc(CO)o2)CC1
 : 12, -2, 2.0, -7, 12, 2, -6, 12
- Clc1cc2c(cc1/C=N/Nc1nc(N3CCOCC3)nc(N3CCOCC3)n1)OCO2
 : 3, -1, -0.6, -2, 0, 12, -16, 12
- COCc1cc(=O)[nH]c(Nc2nc(C)c3cc(OC)ccc3n2)n1
 : 29, -2, -2.3, 5, 1, -1, 9, 15
- CCOC(=O)c1oc2nc(C(C)C)c3c(c2c1N)CC(C)(C)OC3
 : 17, -3, 3.4, 2, 7, -2, -8, 35
- O=C(NCCCc1ccccc1)C(=O)c1c[nH]c2ccccc12
 : -2, 0, 5.1, -1, -5, -9, 0, 16
- Cc1ccc2c(CN3CCOCC3)cc(=O)oc2c1C
 : -11, -2, 1.3, -2, -8, -13, 6, 6
- CC(=O)Nc1ccc(S(=O)(=O)Nc2cccc(-c3cn4cccnc4n3)c2)cc1
 : -8, 3, -0.8, -1, -37, 8, -10, 16
- COc1ccc(N2CCN(Cc3cc(=O)oc4cc(C)c(Cl)cc34)CC2)cc1
 : 23, 5, 3.8, 6, 1, 3, 18, 8
- Cc1ccc(SCc2[nH]nc3c2C2(C(=O)N(C)c4ccccc42)C(C#N)=C(N)O3)cc1 (centres undefined)
 : -27, 4, -0.4, -3, -6, -10, 14, 13
- COc1cc([N+](=O)[O-])ccc1NC(=O)NNC(=O)CCc1ccccc1
 : 2, -3, -1.5, 0, 24, 2, -16, 8

Reformatted in markdown: part of the list above
| Compound | 697 NFkB inh | APJ agonist | CHOP UPR activ | UPR XBP1 act | APJ antagonist | Jurkat NFkB inh | Mdm2 MdmX PPI | tim23-1 inh |
| --- | --- | --- | --- | --- | --- | --- | --- | --- |
| CC(=O)Nc1ccc(S(=O)(=O)Nc2cccc(-c3cn4cccnc4n3)c2)cc1 | -8 | 3 | -0.8 | -1 | -37 | 8 | -10 | 16 |
| CCOC(=O)Cc1csc(NC(=O)CCCc2ccccc2)n1 | -53 | 2 | -1.9 | -7 | -30 | -10 | -24 | 21 |
| CCC(=O)Nc1ccccc1Oc1ccccc1 | 0 | -4 | 2.1 | 1 | 9 | -11 | 26 | 6 |
| CC1Sc2ccc(S(=O)(=O)CCC(=O)NCc3ccccc3Cl)cc2NC1=O (centres undefined) | -1 | -3 | -0.4 | -4 | -44 | 7 | 6 | 5 |
| O=C(Nc1ccccc1C(=O)NC(Cc1c[nH]c2ccccc12)C(=O)O)c1ccccc1 (centres undefined) | 10 | -2 | -0.6 | -2 | 10 | -8 | 15 | 10 |

Next records follow:
Fields: 697 NFkB inh, APJ agonist, CHOP UPR activ, UPR XBP1 act, APJ antagonist, Jurkat NFkB inh, Mdm2 MdmX PPI, tim23-1 inh
- Cn1c(C2CC(=O)N(Cc3ccccc3)C2)nc2ccccc21 (centres undefined)
 : 0, -6, 5.1, 1, 7, 6, 19, 9
- O=C(N/N=C/c1ccccc1)c1sccc1OCc1ccc(F)cc1
 : -5, -1, 1.2, 9, 17, -10, 19, 16
- CN(c1ccc(Cl)cc1)S(=O)(=O)c1nnc(NC(=O)C(C)(C)C)s1
 : -1, -2, -1.8, -5, 13, 21, 21, 8
- CCN(CC)CCSc1nc2ccc(OC)cc2[nH]1
 : 14, -2, -1.2, -1, -1, -6, 10, 5
- Cn1c(-c2cccc([N+](=O)[O-])c2)cnc1NCc1ccc(C#N)cc1
 : -4, -3, -1.6, 0, 16, 1, 3, -21
- Fc1ccc(NC(=S)N2CCc3[nH]c4ccccc4c3C2)cc1
 : -4, 2, 0.2, 0, -2, -5, -5, -3
- COc1cc(S(=O)(=O)NC2CCSc3ccccc32)ccc1NC(C)=O (centres undefined)
 : -8, 2, 1.8, 4, 9, -17, 6, 18
- CC(C)C(NS(=O)(=O)c1ccc2c(c1)Cc1cc(S(=O)(=O)NC(C(=O)O)C(C)C)ccc1-2)C(=O)O (centres undefined)
 : -5, -2, 1.8, -5, 12, 2, 6, 10
- CCOC(=O)C1(Cc2cccc(OC)c2)CCCN(Cc2ccc(NC(C)=O)cc2)C1 (centres undefined)
 : -10, -5, 1.5, 0, -2, 8, 5, 27
- CC1(C2CC2)NC(=O)N(CC(=O)Nc2ccc(SC(F)F)cc2)C1=O (centres undefined)
 : -23, 2, 1.4, -1, 6, -12, 15, 5
- CC(C)c1ccc(S(=O)(=O)N2CCN(C(=O)CN3C(=O)NC(C)(c4ccccc4)C3=O)CC2)cc1 (centres undefined)
 : 12, -5, -0.8, -5, -26, 2, 13, -12
- CC(=O)Nc1ccc(C(=O)NN2C(=O)NC3(CCCCC3)C2=O)cc1
 : 13, -5, -0.9, -4, 13, 8, 2, 15
- COc1ccccc1N1CCN(S(=O)(=O)c2ccc(F)cc2)CC1
 : -13, 0, -0.3, 3, -10, -15, 8, 23
- Cc1ccc(S(=O)(=O)N2CCCCC2)cc1NC(=O)CCNC(=O)c1ccc([N+](=O)[O-])cc1
 : 8, 11, -0.9, -3, -24, 1, 9, -2
- COc1cccc(CN(C)C(=O)c2cccc(NC(=O)CC3SC(N4CCCCC4)=NC3=O)c2)c1OC (centres undefined)
 : 9, -5, -0.8, -1, 1, 2, 12, -6
- N#CC1=C(N)Oc2n[nH]c(-c3cccs3)c2C1c1ccsc1 (centres undefined)
 : -7, -4, 1.5, 4, 1, -2, 19, 7
- O=C(Nc1ccccc1Cl)NC1(C(=O)N2CCCC2)CCCCC1
 : 26, -1, -2.3, -10, 5, 9, 19, 9
- CCOC(=O)CNC(=O)N1CCCC(CNS(=O)(=O)c2cccs2)C1 (centres undefined)
 : 11, -3, 0.3, 0, 1, 6, 4, 5
- O=c1c2[nH]c3ccccc3c2ncn1CCC1=CCCCC1
 : -33, -1, 0.2, 0, -15, -61, -25, -5
- COc1ccc2[nH]c(C(=O)N3CCc4ccccc4C3)c(C)c2c1
 : -6, 0, 2.0, -1, -18, -22, 9, 26

Screening data from PubChem BioAssay.
